POLH inh – qHTS for Inhibitors of Polymerase Eta | DNA polymerase eta (Homo sapiens), Q9Y253 | recombinant Pol eta, fluorescent DNA replication assay | Potency, µM (top dose mostly 114 µM), for the others: at the highest dose activity change, negative = inhibition, actives largely listed as inhibitors | 390,000 compounds, 1.2% hits | AID 588591, 2011; further: potency means the concentration at half of the fitted maximal effect; on the % scale 0 is the no-effect control and ±100 the full control effect
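Pol eta (10 nM) was preincubated with compounds for 15 min at room temperature, after which fluorescent replication substrate (50 nM final) was added to start the reaction. Fluorescence was read kinetically at 0 and 10 min.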
RGS4 inhibitor – Inhibitors of Regulator of G Protein Signaling (RGS) 4: qHTS; Potency, µM (highest dose often 114 µM), for the others: top-dose activity change, negative = inhibition, most hits filed as inhibitors; Regulator of G-protein signaling 4 (Homo sapiens), P49798; Transcreener GDP fluorescence polarization, RGS4-accelerated GTP hydrolysis; 390,000 compounds, 0.039% hits; further: potency means the concentration at half of the fitted maximal effect; on the % scale 0 is the no-effect control and ±100 the full control effect; nearly all actives have a fitted effect of over 75% in size; some results filed as inactive show a strong effect at the top dose
Target sequence (P49798 whole entry, looked up): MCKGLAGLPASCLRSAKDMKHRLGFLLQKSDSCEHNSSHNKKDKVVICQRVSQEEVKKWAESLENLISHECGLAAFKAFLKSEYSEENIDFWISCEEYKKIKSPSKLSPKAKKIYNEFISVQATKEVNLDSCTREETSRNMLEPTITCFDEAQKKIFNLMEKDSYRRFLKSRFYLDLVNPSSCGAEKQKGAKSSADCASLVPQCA
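MLSMR compounds (23 nl, pin-transferred) preincubated 10 min at room temperature with a 500nM (2x) first reagent, then RGS4 at 900nM (2x) plus Transcreener GDP mix added; fluorescence polarization (620/688 nm) read before and after 90 min at 30 °C.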
ALOX12 inh – Primary qHTS assay for inhibitors of human arachidonate 12S-lipoxygenase (ALOX12): Round 2 | Polyunsaturated fatty acid lipoxygenase ALOX12 (Homo sapiens), P18054 | purified 12hLO, xylenol orange hydroperoxide absorbance | Potency, µM (titrated, usually from 108 µM), for inactives: at the top dose activity change, negative = inhibition, actives largely listed as inhibitors | 580,000 compounds, 1.1% hits; further: potency means the concentration at half of the fitted maximal effect; on the % scale 0 is the no-effect control and ±100 the full control effect
Target sequence (P18054 whole entry, looked up): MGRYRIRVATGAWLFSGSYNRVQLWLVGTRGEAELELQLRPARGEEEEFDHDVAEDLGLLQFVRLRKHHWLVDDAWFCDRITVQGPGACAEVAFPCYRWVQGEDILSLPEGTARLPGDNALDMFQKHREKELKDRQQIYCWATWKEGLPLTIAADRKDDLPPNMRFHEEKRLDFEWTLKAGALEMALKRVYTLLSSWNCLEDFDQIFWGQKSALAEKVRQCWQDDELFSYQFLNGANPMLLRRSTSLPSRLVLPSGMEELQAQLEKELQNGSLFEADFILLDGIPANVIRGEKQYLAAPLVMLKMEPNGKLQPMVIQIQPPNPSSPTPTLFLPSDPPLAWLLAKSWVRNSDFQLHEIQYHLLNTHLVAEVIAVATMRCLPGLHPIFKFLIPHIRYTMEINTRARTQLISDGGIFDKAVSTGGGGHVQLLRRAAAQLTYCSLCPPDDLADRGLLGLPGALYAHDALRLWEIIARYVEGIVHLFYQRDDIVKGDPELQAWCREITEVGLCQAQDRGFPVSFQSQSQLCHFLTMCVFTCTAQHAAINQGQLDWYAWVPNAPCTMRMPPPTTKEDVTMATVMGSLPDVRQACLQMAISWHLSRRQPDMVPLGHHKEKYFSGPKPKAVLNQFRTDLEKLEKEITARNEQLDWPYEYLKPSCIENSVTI
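Purified human 12hLO (150 nM final) in 25 mM Hepes, 0.01% Triton X-100, pH 7.0 was preincubated 15 min at room temperature with compound. Then 40 uM arachidonic acid was added, 30 min. Hydroperoxide was read by Fe-XO absorbance ratio 573/405 nm.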
APE1 inh – qHTS Assay for Inhibitors of the Human Apurinic/apyrimidinic Endonuclease 1 (APE1); recombinant APE1, TAMRA/BHQ-2 abasic DNA cleavage fluorescence; Potency, µM (highest dose often 65.8 µM), for the others: top-dose activity change, negative = inhibition, most hits filed as inhibitors; 350,000 compounds, 0.35% hits; AID 2517, 2012;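 further: potency means the concentration at half of the fitted maximal effect; plate controls were vehicle for no effect and reference inhibitor for full effect; nearly all actives have a fitted effect of over 55% in size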
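Compound pre-exposure to 0.75 nM APE1, 15 min at ambient temperature. Reaction initiated with 50 nM TAMRA/BHQ-2 THF substrate, read immediately in kinetic mode, 525 nm excitation, 598 nm emission.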
POLK inh – qHTS for Inhibitors of Polymerase Kappa; DNA polymerase kappa (Homo sapiens), Q9UBT6; purified Pol kappa, fluorescent DNA synthesis assay, 10 min; Potency, µM (doses to about 107 µM), for inactives: at the top dose activity, negative = inhibition, actives largely listed as inhibitors; 400,000 compounds, 0.53% hits; AID 588579, 2011; further: potency means the concentration at half of the fitted maximal effect; on the % scale 0 is the no-effect control and ±100 the full control effect
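10 nM Pol kappa preincubated 15 min at room temperature with compounds, then reaction started with substrate at 50 nM final. Fluorescence read kinetically at 0 and 10 min; buffer-only wells served as negative control.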
LDHA inh – qHTS assay for inhibitors of human lactate dehydrogenase; purified LDHA, NADH/diaphorase-resazurin fluorescence; active compounds read low; AID 1347041, 2019; 480,000 compounds, 0.15% hits; L-lactate dehydrogenase A chain (Homo sapiens), P00338; activity change, % (values are at about 110 or 230 µM); in the data active means activity change below about -30%; inconclusive means mostly about -25% to -30%;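 further: plate controls were DMSO wells for no effect and wells without enzyme for full effect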
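Human LDH5 (2 nM) was incubated with 0.06 mM NADH and 0.2 mM pyruvate for 5 min at room temperature in Tris pH 7.4. Remaining NADH was coupled through diaphorase/resazurin, and resorufin fluorescence was read at 0 and 20 min.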
Anesthetic bind – qHTS Assay for Identification of Novel General Anesthetics | 350,000 compounds, 0.074% hits | apoferritin/1-aminoanthracene competitive binding, fluorescence | Potency, µM (highest dose often 77.5 µM), for inactives: top-dose activity change, negative = displacement, most hits filed as inhibitors; further: potency means the concentration at half of the fitted maximal effect; on the % scale 0 is the no-effect control and ±100 the full control effect; nearly all actives have a fitted effect of over 20% in size
Target sequence (P02791 2-175 limits assumed): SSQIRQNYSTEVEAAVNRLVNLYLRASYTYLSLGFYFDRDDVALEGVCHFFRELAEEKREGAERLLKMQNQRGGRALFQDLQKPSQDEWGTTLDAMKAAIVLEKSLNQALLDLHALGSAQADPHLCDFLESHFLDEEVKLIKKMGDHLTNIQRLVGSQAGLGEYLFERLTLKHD
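In PBS, apoferritin at 10 uM is loaded with 1-AMA from a 50% saturated solution. After 10 min of compound exposure at ambient temperature, reduced 535 nm fluorescence indicates probe displacement.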
Pol beta inh – qHTS Assay for Inhibitors of DNA Polymerase Beta; AID 485314, 2010; Pol beta primer extension/strand displacement, fluorescence kinetic; Potency, µM (highest dose often 114 µM), for inactives: top-dose activity change, negative = inhibition, most hits filed as inhibitors; P06746; 340,000 compounds, 1.3% hits; further: potency means the concentration at half of the fitted maximal effect; on the % scale 0 is the no-effect control and ±100 the full control effect
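Pol beta (10 nM) and compounds were preincubated 15 min at room temperature, then 50 nM substrate (final) started primer extension/strand displacement. Reads were taken at 0 and 10 min; concentration-response data were fitted to a four-parameter Hill equation.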
ERG Ets-DNA blk – qHTS for Small Molecule Inhibitors of the ERG Ets/DNA interaction; Transcriptional regulator ERG (Homo sapiens), P11308; fluorescence polarization, His-ERG Ets domain / labelled DNA; Potency, µM (doses to about 76.9 µM), without a hit: at the highest dose FP activity, negative = inhibition, usual class: inhibitors; 370,000 compounds, 0.028% hits; AID 624246, 2012; active means well fitted inhibition curve with a large enough effect in the polarisation, with a control signal flat; inconclusive means small, poorly fitted or top-dose-only effect, or effect the other way, or a change in a side signal; inactive means no such curve, though single readings can be large or run the other way; the % refers to the polarisation;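 further: polarization taken with two DNA probes labelled with fluorescein and Texas red; potency means the concentration at half of the fitted maximal effect; % of control where 0% means no effect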
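His-tagged ERG Ets domain (1 uM in the protein solution; 300mM KCl, 50mM Tris-HCl, 1mM EDTA, 1mM DTT, pH 7.5) received compound, then a probe mix of 5 nM fluorescein-DNA and 100nM Texas-615-DNA. Fluorescence polarization was read for both dyes.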
The depositor's hits bear a star; ? = inconclusive; nt = not tested or not shown; & = joins results of further samples; [ ] = another dose, or the depositor's remark. Unless noted, the call rests on the fitted dose curve; in most records, active means well fitted curve in the direction sought with a large enough effect; inconclusive means small, poorly fitted or top-dose-only effect, or another doubt; inactive means no such curve, though single readings can be large; an effect the other way counts as inactive or inconclusive. An excerpt; rates above refer to the full screens.

Values run as follows: Anesthetic bind | ALOX12 inh | LDHA inh | ERG Ets-DNA blk | POLH inh | POLK inh | APE1 inh | RGS4 inhibitor | Pol beta inh
- O=C1OC(c2ccccc2)Cc2cc(C(=O)N3CCN(c4ccc(F)cc4)CC3)ccc21 (centres undefined)
 : nt | -14.8% | -1.5 | 5.3% | -4.0% | -13.0% | 9.4% | -14.1% | nt
- COc1cccc2cc(C(=O)OCC(=O)N3CC(C)OC(C)C3)c(=O)oc12 (centres undefined)
 : nt | 11.2% | -18.3 | 0.0% | -13.6% | -10.6% | -7.3% | 16.6% | nt
- COc1ccc(OC)c2[nH]c(=O)c(CCNC(=O)C(C)(C)C)cc12
 : -0.7% | -0.8%[57.4 µM] | 5.2 | -1.2% | -6.9% | 15.7% | 2.0% | -15.3% | -22.8%
- CCOC(=O)c1c(C)c(C(=O)Nc2cc(F)ccc2F)c(C)n1C
 : 8.0% | -8.1%&-2.0% | -3.9&-4.1 | 7.1% | -9.1% | -6.5% | -11.1% | -3.0% | 15.6%
- C[N+](C)(CC#Cc1ccccc1)CC(=O)c1ccc(Cl)cc1
 : -2.5% | 3.8% | -1.9 | -12.1% | ? | -12.6% | 1.7% | 13.9% | 25.0%
- CCOC(=O)c1c(C)[nH]c(N=Nc2ccc(C)cc2)c1C
 : ? | 2.4% | 6.2 | nt | -12.6% | -16.9% | -0.8% | 12.3% | -15.3%
- O=C(c1ccccc1)c1ccc(OCC(O)CN2CCCC2)cc1 (centres undefined)
 : -14.1% | -2.2% | -13.9 | 3.4% | -5.4% | -9.1% | 12.8% | 19.6% | -6.5%
- CCc1ccc(NC(=O)NNC(=O)c2ccc3ccccc3c2O)cc1
 : -20.0% | 0.1% | 0.7 | -0.8% | -14.4% | -24.3% | 21.1% | -24.0% | ?
- Cc1ccc(/C=N/N2CCN(Cc3ccc(C)cc3)CC2)cc1
 : 0.1% | -108.3% | -1.2 | -7.4% | -17.8% | -9.2% | -0.4% | -1.8% | -17.5%
- O=C(COc1ccc2ccccc2c1)NCC1CCCO1 (centres undefined)
 : -6.9% | -12.7% | 0.6 | 7.8% | -7.1% | -0.2% | 12.1% | -27.0% | 6.8%
- COc1cc(/C=N/n2cnc3scc(-c4cccs4)c3c2=O)cc(OC)c1OC
 : -8.3% | -0.4% | -11.9 | -3.3% | -12.4% | -6.0% | 1.4% | 0.4% | 1.4%
- C/C(=N\NC(=O)CN1CCCCC1)c1ccccc1O
 : 8.5% | 1.2% | -5.9 | -6.1% | 3.7% | -8.7% | 53.4%[activator] | -26.8% | 5.4%
- CCOC(=O)c1cc(-c2ccc(N3CCOCC3)cc2)nn1-c1ccccc1C(=O)O
 : -9.9% | -3.7% | 2.0 | 22.8% | ? | -15.8% | 2.51µM* | ? | 12.6µM*
- CC1CCCN(C(=O)c2ccc([N+](=O)[O-])o2)C1 (centres undefined)
 : -19.7% | 4.4% | 1.2 | 7.9% | -11.4% | 8.5% | 1.9% | -2.1% | -1.1%
- NC(=O)CC[C@H](NC(=O)c1ccc(Cl)cc1)C(=O)NNC(=O)COc1cccc(Br)c1
 : nt | 9.0% | -8.1 | -2.1% | -9.2% | -0.8% | 12.4% | -7.1% | nt
- Cc1ccnc(NC(=O)C2CCN(S(=O)(=O)c3cccc4nonc34)CC2)c1
 : -12.8% | -5.2% | -1.5 | 5.1% | -5.3% | -1.8% | -2.8% | 6.0% | 33.4%
- CCOc1ccc(OCC)c(NC(=O)CN2CCN(C(=O)c3ccco3)CC2)c1
 : -14.2% | 0.0%[57.4 µM] | 3.9 | -4.0% | -3.3% | -6.1% | -2.2% | -18.4%[11.4 µM] | 6.1%
- CCC(C)(C)NC(=O)CN(C(=O)CCC(=O)Nc1nccs1)c1ccc2c(c1)OCO2
 : 5.6% | -14.3% | -0.9 | 6.3% | -12.2% | -13.0% | 6.0%[12.4 µM] | -4.4% | 25.2%
- CC1(c2nnc(-c3ccc(F)cc3)o2)CC(c2cccc(Cl)c2)=NO1 (centres undefined)
 : -12.5% | -16.4% | 0.6 | -2.0% | -16.5% | -16.3% | 0.1% | 15.6% | -0.2%
- Cc1cc(-c2nc3ncccc3o2)ccc1NC(=S)NC(=O)c1ccco1
 : -1.7% | -6.7% | -0.4 | 4.4% | -6.6% | -3.8% | 0.4% | -27.6% | -13.9%
- COc1ccccc1N1CCN(C(=O)c2ccc(CN3CCOCC3)cc2)CC1
 : -14.5% | -1.1% | -11.1 | -10.6% | -10.4% | -5.9% | 13.1% | 4.8% | 30.1%
- COc1cccc(CNC(=O)C2CCCN(C(=O)c3ccc(Cl)cc3)C2)c1 (centres undefined)
 : nt | 4.5% | -2.3 | 13.1% | -5.9% | 6.2% | 15.3% | 5.6% | nt
- O=CN1c2ccccc2CSc2ccccc21
 : nt | 0.0% | 0.8 | -0.6% | -8.5% | 15.6% | nt | -20.0% | nt
- Cc1ccccc1-c1cc(C(=O)NCc2ccco2)n(CC2CC(c3cccnc3)=NO2)n1 (centres undefined)
 : nt | ? | -9.6 | 0.2% | -4.3% | -16.4% | -7.4% | -19.0% | nt
- CC1=C(C(=O)N2CCOCC2)C(c2ccc(C)cc2)NC(=S)N1 (centres undefined)
 : -12.9% | -13.1% | -1.5 | 0.0% | -14.3% | -7.6% | -0.1% | 0.2% | 1.0%[57.1 µM]
- COc1ccc(S(=O)(=O)NCC(=O)NCc2cc(=O)n(C)c(=O)n2C)cc1
 : -6.8% | -15.5% | -9.1 | -4.9% | -10.9% | -10.9% | 15.3% | 14.0% | -11.2%
- Cc1cc(-c2n[nH]c(=S)n2/N=C/C=C/c2ccccc2)n[nH]1
 : -2.2% | ? | -7.9 | 1.6% | -5.4% | -1.0% | -0.5% | -44.2% | 5.6%
- COc1cc(OC)c(OC)cc1/C=C1\SC(N2CCCCC2)=NC1=O
 : -1.1% | 328.8%[activator] | -17.7 | 17.0% | -1.8% | ? | -25.8% | -5.5% | ?
- O=C(c1cccc(S(=O)(=O)NCc2ccccc2)c1)N1CCCC(C(F)(F)F)C1 (centres undefined)
 : nt | -5.8% | -4.9 | -7.5% | -12.5% | 6.4% | 51.5% | -11.3% | nt
- Cc1c(C)n2c(SCC(=O)N3CC(C)OC(C)C3)nnc2[nH]c1=O (centres undefined)
 : nt | ? | -5.2 | -3.4% | 3.7% | 0.1% | -10.0% | 1.4% | nt

The listing continues:
Values run as follows: Anesthetic bind | ALOX12 inh | LDHA inh | ERG Ets-DNA blk | POLH inh | POLK inh | APE1 inh | RGS4 inhibitor | Pol beta inh
- COc1cc(NC(=O)Cn2cc(S(=O)(=O)c3ccccc3)c(=O)c3ccccc32)cc(OC)c1
 : -16.3% | -12.1% | -1.0 | 2.1% | -25.0% | -6.2% | nt | 13.3% | -1.7%
- Cc1ccc(S(=O)(=O)N/N=C/c2ccc(OCC(=O)N3CCOCC3)cc2)cc1
 : -5.6% | 14.4% | 1.3 | -4.3% | -1.8% | 1.6% | -7.1% | -9.6% | 0.5%
- CCOc1ccc(-n2c(C)nc3cc(C(=O)NCc4ccc(C)cc4)ccc32)cc1
 : ? | 10.4% | 7.4 | -3.3% | -17.3% | -6.7%[60.1 µM] | nt | -21.4% | -4.6%
- CCc1c(C(C)O)oc2ccc3c(C)cc(=O)oc3c12 (centres undefined)
 : -13.4% | -7.1% | nt | nt | nt | nt | -2.0% | nt | ?
- CC(C)c1nnc(NC(=O)CCN2C(=O)c3ccccc3C2=O)s1
 : -10.7% | 19.4% | -4.0 | nt | -0.8% | 2.4%[60.1 µM] | -2.1% | 15.1% | 21.0%
- CCCC1(C)C(C#N)C(=O)NC(=O)C1C#N (centres undefined)
 : nt | -0.9% | -6.9 | 18.4% | -4.0% | -4.5% | nt | -12.7% | nt
- COc1ccccc1N1CCN(c2cc(N3CCCC3)nc(C)n2)CC1
 : -8.8% | 12.4% | -3.7 | -8.2% | -7.1% | 10.3% | 2.8% | -6.2% | 0.1%
- CCc1nnc2sc(-c3ccc(NC(=O)c4ccco4)cc3)nn12
 : -13.1% | -10.2% | 0.0 | -5.8% | ? | -10.4% | -0.6% | 3.5% | ?
- CC(C)OC(=O)c1c(N)sc2c1CCCC2
 : nt | ? | 0.0 | 4.1% | -10.3% | 0.1% | nt | -41.9% | nt
- CNc1cc(N2CCCCCC2)ccc1[N+](=O)[O-]
 : ? | -16.2% | -2.2 | nt | -10.6% | -11.2% | 11.6% | -4.0% | 4.3%
- COc1cccc(C(=O)NNC(=O)C(=O)Nc2cccc3ccccc23)c1
 : 0.7% | -13.1% | -4.3 | -1.2% | -2.4% | 2.1% | 6.6% | 8.5% | -20.0%
- CCC(=O)N1c2nc(C(C)C)nn2C2(CCCCC2)[C@@H]2CCCC[C@@H]21
 : 52.2%[activator] | -5.8%&22.5% | -2.8&-3.9 | 9.1% | -8.0% | -14.9% | nt | 3.6% | -0.4%

Screening data as filed in PubChem.
